Compound activity as filed in PubChem BioAssay.
S1P3 antagonist – antagonists of human S1P3 receptor. Q99500. CHO S1P3 NFAT-BLA reporter, FRET fluorescence, antagonist mode. inhibition, % at 4.98 µM. actives 0.27% (n = 170,000). AID 485;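 active means inhibition above the plate cutoff, the mean inhibition of test wells on that plate plus 3 SD, cut at about 28% in these data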;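 further: cells challenged with S1P at its EC80 of 0.8 µM; blue over green emission ratio from cleaved BLA substrate after 4 h stimulation; 0% = S1P-stimulated wells and 100% = unstimulated DMSO-only wells; some compounds past the cut are filed as inactive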
PMI activator – increases human mannose-6-phosphate isomerase activity; actives 0.005% (n = 190,000); activation factor at 20 µM; AID 1214; purified human PMI, coupled resazurin fluorescence, 20 min; active compounds read high; 1 = vehicle control, 0 substrate-free wells;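 active means activation factor of 2 or more at 20 µM, relative to plate controls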
TLR4-MyD88 BLA – inhibitors of human TLR4-MyD88 binding. HeLa CL3-4 TLR4/MyD88 BLA complementation, FRET ratio. inhibition, % at 8.4 µM. actives 0.18% (n = 200,000); in the data active means inhibition above about 25%;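 further: 0% = vehicle and 100% = reference inhibitor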
Target sequence (O00206 whole entry, looked up): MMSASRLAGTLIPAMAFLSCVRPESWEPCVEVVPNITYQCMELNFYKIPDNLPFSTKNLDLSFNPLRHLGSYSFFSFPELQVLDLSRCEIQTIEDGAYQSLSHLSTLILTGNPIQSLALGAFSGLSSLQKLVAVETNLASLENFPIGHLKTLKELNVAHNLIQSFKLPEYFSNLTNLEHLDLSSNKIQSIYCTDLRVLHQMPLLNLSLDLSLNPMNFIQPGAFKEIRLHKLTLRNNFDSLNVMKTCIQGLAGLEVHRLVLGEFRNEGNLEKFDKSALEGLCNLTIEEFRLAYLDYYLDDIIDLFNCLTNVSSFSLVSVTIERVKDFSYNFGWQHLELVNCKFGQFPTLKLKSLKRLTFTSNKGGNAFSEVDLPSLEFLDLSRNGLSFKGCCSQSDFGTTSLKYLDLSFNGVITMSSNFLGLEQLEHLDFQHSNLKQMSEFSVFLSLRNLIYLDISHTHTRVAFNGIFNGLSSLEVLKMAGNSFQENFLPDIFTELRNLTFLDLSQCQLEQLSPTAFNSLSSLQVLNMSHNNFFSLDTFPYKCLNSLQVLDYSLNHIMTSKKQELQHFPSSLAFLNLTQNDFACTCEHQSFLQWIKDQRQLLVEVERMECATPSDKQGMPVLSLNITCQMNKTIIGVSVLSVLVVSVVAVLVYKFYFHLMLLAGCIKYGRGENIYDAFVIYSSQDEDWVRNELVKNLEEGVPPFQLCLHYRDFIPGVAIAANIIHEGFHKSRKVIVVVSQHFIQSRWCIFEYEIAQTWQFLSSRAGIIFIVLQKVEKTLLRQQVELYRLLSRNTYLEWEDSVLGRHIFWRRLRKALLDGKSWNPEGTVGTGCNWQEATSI
Target sequence (Q99836 whole entry, looked up): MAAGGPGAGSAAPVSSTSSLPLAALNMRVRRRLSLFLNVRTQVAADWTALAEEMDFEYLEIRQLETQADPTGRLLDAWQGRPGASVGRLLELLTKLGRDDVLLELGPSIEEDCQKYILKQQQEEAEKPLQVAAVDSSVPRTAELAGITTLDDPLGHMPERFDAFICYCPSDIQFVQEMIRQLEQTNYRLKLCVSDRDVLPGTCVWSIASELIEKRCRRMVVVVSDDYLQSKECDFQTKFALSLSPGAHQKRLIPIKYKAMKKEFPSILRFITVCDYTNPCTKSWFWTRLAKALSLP
Diaphorase act – diaphorase activation or chemical reduction counter-screen | actives 0.005% (n = 190,000) | activation factor at 20 µM | Diaphorase/resazurin coupled assay, resorufin fluorescence, 16 min; active compounds read high; 1 = vehicle wells, 0 = NADH-free wells | AID 1229;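 active means diaphorase activity raised at least twofold by the compound at 20 µM; inactive means activation factor below 2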
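Material: Clostridium kluyveri diaphorase, purified enzyme; Quantity: enzyme 0.07 U/mL final; Medium: HEPES pH 7.4 buffer with MgCl2 and Tween 20; Dosing: single compound dose of 20 µM, 1% DMSO final; Schedule: 16 min reaction at room temperature; Measured by: red resorufin fluorescence at 544/590 nm excitation/emission.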
RAM network inh – yeast RAM network inhibition. S. cerevisiae dse1pr::URA3 reporter, 5-FOA growth OD615, 2 d; analog-sensitive cbk1-as2 kinase mutant strain. AID 868. actives 1.8% (n = 190,000). inhibition, % at 50 µM;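 active means inhibition above a set limit, 3 SD over mean compound inhibition, cut at about 8.4% in these data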;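 further: 0% = DMSO-only wells with no growth and 100% = 10 µM 1-NA-PP1 full growth; inhibition rescues growth on 5-FOA so higher OD means more RAM inhibition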
Diaphorase inh – inhibits diaphorase or chemically oxidizes, flagging diaphorase assay artifacts; diaphorase resazurin-to-resorufin fluorescence, NADH, 16 min; bacterial (C. kluyveri) enzyme, not human; inhibition, % at 20 µM; actives 0.69% (n = 190,000); AID 1217;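 active means primary screen inhibition at 20 µM above a set limit, cut at about 50% in these data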;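 further: plate controls were DMSO with full reaction for no effect and wells lacking NADH for full effect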
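material = Clostridium kluyveri diaphorase enzyme | amount = 0.14 U/mL diaphorase, enzyme working solution | schedule = incubation 16 min, room temperature | detection = fluorescence of resorufin formed from resazurin, Ex 544/Em 590 nm | benchmarks = positive control minus NADH, DMSO neutral control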
L major viab – reduces viability of Leishmania major promastigotes; resazurin fluorescence viability; inhibition, % at 10 µM; actives 9% (n = 200,000);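 further: promastigotes grown with compound for 44 hours at 28 °C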
DTT redox prof – compounds producing H2O2 with reducing agent – biochemical, NIH compound library profiling, artefact control for MLSCN library redox annotation, primary screen; DTT-dependent redox cycling H2O2, phenol red/HRP absorbance; 100% = 100 µM peroxide control, 0% = buffer; activation, % at 10 µM; actives 0.03% (n = 200,000); AID 878;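 active means activation of at least 50% relative to the plate's high and low controls in the primary single-dose screen; inactive means activation below 50%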;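 further: compound incubated with DTT at 0.8 mM final as the reducing agent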
Hsp70 act – Hsp70 transcriptional activation, primary screen; AID 1203; activation, % at 10 µM; actives 0.04% (n = 200,000); HeLa Hsp70 promoter luciferase reporter, luminescence; scaled: vehicle 0, proteasome-inhibitor control 100%;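 active means activation above the mean across all tested compounds plus 3 SD, cutoff set per campaign, cut at about 5.5% in these data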;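 further: 100% = MG132 at 30 µM as the positive control and 0% = DMSO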
PMI act satM6P – increases human PMI activity with near-saturating mannose 6-phosphate; P34949; coupled PMI enzyme assay, resazurin fluorescence, 20 min; active compounds read high; 1 = untreated enzyme, 0 = substrate-free blank; activation factor at 20 µM; actives 0.34% (n = 190,000); AID 1216;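 active means activation factor of 2 or more at 20 µM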
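Test system: Human PMI in coupled enzyme assay | Input: 15 ng/mL PMI | Medium: HEPES-buffered pH 7.4 with magnesium and detergent | Compound: One concentration, 20 µM, in 1% DMSO | Incubation: Enzyme reaction with compound 20 min at room temperature | Detection: Diaphorase-driven resazurin-to-resorufin fluorescence, excitation 544, emission 590 nm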
G6PDH counter – counter-screen for G6PDH assay hits: L. mesenteroides G6PDH inhibition; actives 0.12% (n = 200,000); inhibition, % at 5 µM; Purified L. mesenteroides G6PDH, diaphorase/resazurin coupled fluorescence, 45 min
* hit, by the source's call; / = not tested or not shown. Unless noted, no stated cut-off is given here; in the data, active means inhibition above about 50%; inactive means the rest.

SMILES	S1P3 antagonist	PMI activator	TLR4-MyD88 BLA	Diaphorase act	RAM network inh	Diaphorase inh	L major viab	DTT redox prof	Hsp70 act	PMI act satM6P	G6PDH counter
COc1ccc(NC(=O)C2C3C=CC(C3)C2C(=O)NCc2ccco2)cc1 (stereo unspecified)	5	0.9	-5	0.9	-0.7	13	-1	6.1	-0.1	1	1
O=C(NCCOc1ccccc1F)c1cc(F)c(F)cc1Cl	4	0.8	6	0.9	-0.8	14	-4	-0.3	-0.3	0.9	19
COc1ccc(Cn2nnnc2C(c2cccs2)N2CCCCCC2)cc1 (stereo unspecified)	/	0.9	22	0.9	0.0	6	57*	0.1	-0.3	0.9	-5
COc1ccc(S(=O)(=O)CCC(=O)O)cc1	-20	1	-2	0.9	1.0	6	1	2.4	-0.2	1	-7
CCN(CC(=O)NCc1ccc(F)cc1)Cc1nc2cc(Cl)ccc2c(=O)[nH]1	/	1	7	0.9	1.8	10	3	0.3	-0.1	1	9
COc1cc2c(cc1OC)C1=NC(=O)CN1C(SCc1ccccc1C)=N2	/	1.1	1	0.9	1.6	14	35	-5.1	-0.1	1.2	-1
Cn1c(CSc2ncccn2)nnc1SCC(=O)N1CCCCC1	-34	1	2	0.9	2.5	12	-11	0.0	0.4	1	4
O=C(NCCc1ccccc1)c1cc(=O)c2ccccc2o1	-8	1.1	10	0.6	2.4	40	13	-1.2	0.1	0.8	11
CN=c1scc(-c2cccs2)n1/N=C/c1ccc(O)c(O)c1O	1	0.3	2	0.3	0.3	68*	-10	2.1	-0.5	0.7	-15
CCCCCCNc1cc(C)oc(=O)c1C(C)=O	-10	1	-8	0.9	-0.1	7	-5	0.3	-0.5	1	4
NS(=O)(=O)c1ccc(CNC(=O)NC2(c3ccccc3)CC2)cc1	-8	1.1	-7	1	0.0	5	-4	-1.0	0.0	1.1	-6
Cc1ccc(N(CC(O)CN2CCOCC2)S(=O)(=O)c2ccc3ccccc3c2)cc1 (stereo unspecified)	5	0.9	2	0.8	1.1	16	8	-0.5	0.0	0.9	5
O=C(CC1C(=O)NCCN1CC(c1ccccc1)c1ccccc1)NC1CC1 (stereo unspecified)	-2	0.9	-15	0.8	0.6	17	-3	-0.9	0.6	0.7	5
O=C1C(=O)c2ccc(-c3ccccc3)cc2-c2ccccc21	/	1.2	-6	0.7	3.0	28	100*	315*	-0.2	0.9	54*
CCCOC(=O)c1ccc(Oc2c(-c3ccc(OCC)cc3O)n[nH]c2C)cc1	1	1	2	0.9	15*	12	13	-0.8	-0.1	1	15
CC(=O)n1c(C=Nc2ccccc2)c(O)c2ccccc21	1	1.4	-1	0.9	0.6	9	4	-2.3	0.0	1.1	-2
COC(=O)c1ccc(NC(=S)NNC(=O)CC(C)C)cc1	-94	0.8	-3	0.9	-0.8	5	-5	0.7	-0.5	1	28
CN(C)c1ccc(N=c2sc3ccccc3n2C)cc1	/	0.9	2	1	1.2	3	98*	0.1	0.0	1	5
Fc1cccc(F)c1/C=C/c1ccc2ccccc2n1	-12	1.1	-2	0.8	-0.6	23	7	-0.3	0.2	1.2	-16
CCOC(=O)C1C(=O)CC(C)(O)C(C(=O)OCC)C1c1cccs1 (stereo unspecified)	6	1	-2	0.8	-0.6	16	4	-3.4	0.1	1.1	3
O=C(c1cc(S(=O)(=O)N2CCOCC2)ccc1Cl)N1CCN(c2ccccn2)CC1	-4	1	-9	0.9	0.0	6	3	-1.0	-0.1	1	-1
O=C(CCCOc1ccccc1)Nc1ccccc1C(F)(F)F	-7	0.9	-5	0.9	0.4	13	3	-0.2	-0.2	1	-4
Cc1cc(C)cc(-n2nnn(C3C/C(=N/NC(N)=S)C4OCC3O4)c2=S)c1 (stereo unspecified)	8	1	-2	0.9	0.0	12	12	-2.8	-0.1	1	3
COc1ccc2[nH]c(=O)c(C(c3nnnn3C(C)(C)C)N(Cc3ccco3)CC3CCCO3)cc2c1 (stereo unspecified)	-14	0.9	-1	0.8	3.3	18	2	0.1	-0.2	0.9	5
Cc1csc(NC(=O)CSc2nnc(NC(=O)COc3ccc(Cl)cc3)s2)n1	-8	1.1	-1	1.1	4.4	-8	46	0.1	-0.1	1	19

As a short view, 2 of the compounds above:
SMILES	S1P3 antagonist	PMI activator	TLR4-MyD88 BLA	Diaphorase act	RAM network inh	Diaphorase inh	L major viab	DTT redox prof	Hsp70 act	PMI act satM6P	G6PDH counter
COc1ccc(NC(=O)C2C3C=CC(C3)C2C(=O)NCc2ccco2)cc1 (stereo unspecified)	5	0.9	-5	0.9	-0.7	13	-1	6.1	-0.1	1	1
O=C(NCCOc1ccccc1F)c1cc(F)c(F)cc1Cl	4	0.8	6	0.9	-0.8	14	-4	-0.3	-0.3	0.9	19

Continued:
SMILES	S1P3 antagonist	PMI activator	TLR4-MyD88 BLA	Diaphorase act	RAM network inh	Diaphorase inh	L major viab	DTT redox prof	Hsp70 act	PMI act satM6P	G6PDH counter
CC(=O)Nc1ccc(SCC(=O)c2cc(C)n(Cc3cccs3)c2C)cc1	-49	1	-1	1	3.9	3	26	-1.5	-0.4	1	6
Cc1sc(NC(=O)c2ccco2)c(C(c2cccnc2)N2CCN(CCO)CC2)c1C (stereo unspecified)	-2	1	-16	0.9	2.2	6	5	-1.2	-0.1	1	2
O=C(NCc1ccco1)c1cccc(-c2nnc(-c3ccccc3)o2)c1	14	0.9	-27	0.8	2.9	15	32	2.7	0.0	0.9	4
CCOC(=O)c1c(C)[nH]c(C(=O)N/N=C\c2ccccc2O)c1C	2	1	3	0.8	1.6	17	100*	0.2	-0.5	1.2	-10
COc1ccc(NC(=O)CC2COc3ccccc3O2)c(OC)c1 (stereo unspecified)	/	1	-7	1	-0.3	-1	4	0.7	-0.1	1	7
CCCCNC(=S)NNC(=O)c1csc(C)c1CC	-5	1.1	2	0.9	1.1	9	-3	-0.1	-0.2	1	-3
Cc1ccc(-n2nnnc2CCl)cc1	-28	1.1	8	1.1	-0.2	-7	96*	-0.9	-0.3	1	10
COc1cc(CNCCO)ccc1OC1CCCC1	/	1	1	0.9	2.5	6	36	0.0	-0.1	1	0
S=C(Nc1ccc(Nc2ccccc2)cc1)Nc1ccccn1	5	0.7	6	0.8	5.9	20	47	-0.1	-0.4	0.7	18
N#Cc1ccc(C(=O)Nc2cccc3cccnc23)c(F)c1	-28	0.8	4	0.8	2.2	20	0	-0.9	0.3	0.9	19
Cc1ccc(S(=O)(=O)N2CCOC2CNC(=O)C(=O)NCc2cccnc2)cc1 (stereo unspecified)	3	1	7	0.9	0.6	11	-5	0.5	-0.2	1	13
CC(C)COC(=O)C1C2C=CC3(CN(C(C)c4ccc(Br)cc4)C(=O)C13)O2 (stereo unspecified)	-24	0.8	-3	0.8	0.7	22	-10	-0.9	-0.2	0.8	25
COc1cccc(-c2cc(C(=O)Nc3cccnc3)no2)c1	/	0.9	-2	0.9	0.8	10	2	0.1	0.1	1	-4
Cn1cc(C(=O)N2CCc3ccccc32)cn1	-1	1	7	0.9	1.4	11	42	-0.8	-0.2	1	-4
O=C(CSc1nccn1-c1ncc(C(F)(F)F)cc1Cl)c1ccc(Br)cc1	/	0.9	-9	0.9	0.3	9	-9	-0.3	-0.3	1	1
CN(C)C(/C=C/Nc1ccc(C#N)cc1)=C(C#N)C#N	/	0.9	-3	0.8	0.0	19	-1	2.3	0.0	0.9	-2
c1ccc(-c2ccc(Oc3cc(N4CCOCC4)nc(-c4ccccc4)n3)cc2)cc1	/	1	-11	0.8	4.4	16	7	1.5	0.0	1	-6
COC(=O)c1cc2ccsc2n1CC(=O)N(C)C1CCCCC1	/	1	-4	1	3.5	0	1	0.0	-0.2	1	12
COc1ccc(-c2nc(NC(=O)C3CC(=O)N(c4ccc5c(c4)OCCO5)C3)sc2C)cc1 (stereo unspecified)	10	0.7	-3	0.7	4.6	30	32	0.1	-0.3	0.7	2
O=C(NCCN1CCN(c2ccccc2)CC1)c1cccn2c(=O)c3cc(Cl)ccc3nc12	/	0.9	17	1	0.4	4	13	-2.4	-0.2	0.9	0
COc1ccccc1NS(=O)(=O)c1cc([N+](=O)[O-])ccc1N/N=C/c1c(C)[nH]c2ccccc12	/	0.9	36*	0.9	11*	14	14	-0.9	-0.1	0.9	2
Cc1ccc(NC(=O)c2ccccc2Cl)c(Cl)c1	/	1	2	0.9	4.7	9	3	1.2	0.1	0.9	-1
Clc1ccc(Cn2ncc3c(NCc4ccco4)ncnc32)c(Cl)c1	13	1	2	0.9	-0.3	6	6	2.2	-0.2	1.1	8
CN(C)CCCOC(=O)c1sc2ccccc2c1Cl	-5	0.9	6	0.9	0.6	10	59*	-0.2	0.0	0.9	24
CC(CNC(=O)C(C)C)NC(=O)C(C)C (stereo unspecified)	/	1.1	-9	1	2.0	4	2	0.1	-0.2	1	3
Additional records
SMILES	S1P3 antagonist	PMI activator	TLR4-MyD88 BLA	Diaphorase act	RAM network inh	Diaphorase inh	L major viab	DTT redox prof	Hsp70 act	PMI act satM6P	G6PDH counter
CC(C)CCN1C(=O)c2ccc(C(=O)NCc3ccco3)cc2C1=O	27	1	-2	0.9	3.0	8	-4	0.6	-0.3	1	-2
COCCOC(=O)C1=C(C)NC(=O)NC1/C=C/c1ccccc1 (stereo unspecified)	3	1.1	-1	1	1.8	5	-3	0.2	-0.2	1	11
O=C(O)CN=C(NS(=O)(=O)c1ccc(Cl)cc1)c1ccccc1	/	1	3	0.9	1.1	7	-3	0.2	0.7	1	-2
O=C(O)c1n[nH]c2c1CCCC2	-12	0.9	-4	0.8	0.6	18	-7	-1.9	0.0	0.8	8
Cc1cccc(C)c1OC1(c2ccccc2)OC(=O)c2ccccc21 (stereo unspecified)	/	1.1	-10	1	12*	-3	98*	-3.8	-0.3	1.1	9
C/C(=N/NC(=O)c1ccoc1C)c1ccc(NC(=O)C2CCCC2)cc1	8	1.2	5	0.8	1.5	22	-6	-0.5	0.1	1.2	8
O=C(OCc1cccnc1)C1=Cc2ccccc2OC1	-12	1.1	7	0.9	1.5	5	3	-0.4	0.7	1	7
CCOc1ccc2[nH]c(=S)[nH]c2c1	/	0.6	-4	0.9	0.8	11	1	0.0	0.0	0.8	0

Compounds as they come (roughly 12% active in at least one column).
